# MITF TRPM1 inh – inhibitors of MITF-dependent TRPM1 promoter reporter, primary screen, cell-based, SK-MEL-5, single point, luciferase | SK-MEL-5 TRPM1 promoter luciferase, 24 h | inhibition, % at 12.5 µM | hit rate 0.83% among 330,000 | AID 488899, 2010;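 active means mean inhibition across replicates of 60% or more, whatever share of single replicates reaches that level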; further: values of inactives mirror those of a sister screen read the other way
# NR2E3 ag-1 – inhibitors of NR2E3-RetCOR corepressor binding, primary screen, NR2E3 agonist project, biochemical, TR-FRET, GST-NR2E3, biotin-RetCOR; 1536-well; hit rate 0.12% among 320,000; inhibition of corepressor binding, % at 4.78 µM; AID 2300, 2010;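 active means percent inhibition above the cutoff of mean plus 3 SD of all tested compounds, set per screening campaign, cut at about 20% in these data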;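 further: 0% = DMSO wells and 100% = biotin wells as full block of FRET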
# Target sequence (Q9Y5X4 whole entry, looked up): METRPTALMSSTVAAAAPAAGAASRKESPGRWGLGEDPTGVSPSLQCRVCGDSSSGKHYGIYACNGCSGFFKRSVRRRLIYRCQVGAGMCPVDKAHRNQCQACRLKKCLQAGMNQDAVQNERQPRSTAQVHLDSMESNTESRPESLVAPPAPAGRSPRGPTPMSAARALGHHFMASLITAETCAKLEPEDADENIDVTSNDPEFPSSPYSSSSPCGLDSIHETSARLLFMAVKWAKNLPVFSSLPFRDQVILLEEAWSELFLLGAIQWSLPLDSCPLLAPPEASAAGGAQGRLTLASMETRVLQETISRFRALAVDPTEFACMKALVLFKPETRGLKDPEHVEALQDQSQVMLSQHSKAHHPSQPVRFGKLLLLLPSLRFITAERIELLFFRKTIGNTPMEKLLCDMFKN
#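 Material: NR2E3–RetCOR corepressor complex / Amount: 1.35 nM GST-NR2E3 / Medium: Tris pH 7.5 / Compound: single nominal compound dose of 4.8 µM / Incubation: 5 h at 4 °C / Technique: TR-FRET, Eu(K)-anti-GST donor, streptavidin-D2 acceptor, ex 340, em 617/671 nm / Read-out basis: percent loss of FRET ratio relative to control wells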
# TROY signal inh – inhibitors of TROY-driven NF-kB signaling, primary screen, Q293 LMP1-TROYcd cells, NF-kB luciferase, uHTS. Q293 LMP1-TROYcd NF-kB luciferase reporter, 4 h. inhibition, % at 10 µM. hit rate 0.98% among 360,000;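 active means compounds whose plate-normalised and pattern-corrected inhibition of the luciferase reporter signal at the single screening dose is 50% or more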
# KKLEB cytotox – cytotoxicity in KKLEB CF airway cells, primary screen, cytotoxicity control for CF NF-kB inhibitor project, cell-based, uHTS, fluorescence assay plates. KKLEB CF airway cells viability, ATPlite luminescence, overnight; hits give low values; cells stimulated with P. aeruginosa culture filtrate. hit rate 0.36% among 360,000. activity change (cytotoxicity), % at 5 µM. AID 602141, 2011;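 active means corrected activity change at or below -50% at 5 µM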
# NR2E3 ag-2 – NR2E3 agonists in two-hybrid cells, primary screen, cell-based, luminescence, CHO-S, Gal4-NCOR/VP16-NR2E3; hit rate 0.35% among 360,000; AID 602229, 2012; luciferase; Photoreceptor-specific nuclear receptor (Homo sapiens), Q9Y5X4; inhibition of corepressor binding, % at 3.98 µM;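 active means inhibition above the mean of all tested compounds plus 3 SD, cut at about 70% in these data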;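 further: 0% = DMSO with NR2E3 transfected cells and 100% = cells lacking NR2E3 construct; higher means lower luciferase signal from less NR2E3 corepressor binding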
# HIF-2a block – HIF-2a reporter inhibitors, primary screen, luminescence, 786-0 RCC cells; 786-0 RCC cells HIF-2a reporter, luciferase luminescence, overnight; inhibition, % at 18.8 µM; hit rate 0.72% among 360,000; AID 624352, 2012;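 active means inhibition of the luminescence signal of 40% or more relative to plate controls, in a single-dose primary screen at 18.75 µM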
# TWEAK-Fn14 inh – inhibitors of TWEAK-Fn14 signaling, primary screen, luciferase reporter cells, uHTS; TWEAK-stimulated Fn14 reporter cells, luciferase luminescence, 8 h; inhibition, % at 10 µM; hit rate 2% among 360,000; AID 1159606, 2016; in the data active means inhibition above about 50%
# Peg3 prom inh – Peg3 promoter-driven luciferase inhibitors, primary screen, cell-based, HeLa, luciferase luminescence; HeLa PEG-Prom luciferase reporter, overnight; inhibition, % at 20 µM; AID 588405, 2011; hit rate 1.7% among 360,000;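 active means inhibition of at least 50% at 20 µM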
# Shn3 inh set2 – reduction of Shn3 3'UTR firefly luciferase signal, primary screen, Schnurri-3 inhibitor project, cell-based, Clone20 osteoblasts, set 2; Clone20 osteoblast Shn3 3'UTR firefly luciferase, 24 h; inhibition, % at 12.5 µM; hit rate 0.52% among 360,000;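 active means mean inhibition of at least 75% with every replicate also reaching 75%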;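 further: 0% = median of neutral control wells and 100% = pilot-screen positive control compound; some compounds past the cut are filed as inactive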
# CF NFkB inh – inhibitors of PAF-induced NF-kB signaling, primary screen, cell-based, GFP fluorescence, uHTS | inhibition, % at 5 µM | hit rate 0.86% among 360,000 | KKLEB NF-kB-GFP reporter, GFP fluorescence overnight | AID 588850, 2011;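 active means at least 50% inhibition at 5 µM, scaled per plate between neutral and stimulator controls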;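 further: PAF is a Pseudomonas aeruginosa culture filtrate used as stimulus; plate controls were PAF-stimulated DMSO wells for no effect and unstimulated DMSO wells for full effect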
# TRAIL sens C8 – viability loss with TRAIL in NB7+C8 cells, primary screen, TRAIL sensitizer project, cell-based, ATPlite luminescence. inhibition (viability loss, TRAIL sensitization), % at 10 µM. hit rate 1% among 360,000;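 active means compounds causing at least 50% loss of cell viability in the single-dose screen, relative to plate controls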
# Numbers without * were called inactive; · = not tested or not shown.
# Preview (3 entries):
SMILES,MITF TRPM1 inh,NR2E3 ag-1,TROY signal inh,KKLEB cytotox,NR2E3 ag-2,HIF-2a block,TWEAK-Fn14 inh,Peg3 prom inh,Shn3 inh set2,CF NFkB inh,TRAIL sens C8
Cc1nc(C)c(C(=O)N/N=C/c2c[nH]c3ccccc23)s1,6,-4,-19,-9,-30,-54,18,-10,-2,22,21
COc1ccc(CNC(=O)c2ccc(Cl)c(NC3=NC4CS(=O)(=O)CC4S3)c2)cc1 (stereo not drawn),·,1,-10,4,-2,10,0,-4,-116,-39,-6
Nc1c(-c2cccs2)cnn1-c1nc(-c2ccc(F)cc2)cs1,-23,0,-8,5,-9,-97,-5,17,-40,-7,-7

# This part in full, repeating the preview:
SMILES,MITF TRPM1 inh,NR2E3 ag-1,TROY signal inh,KKLEB cytotox,NR2E3 ag-2,HIF-2a block,TWEAK-Fn14 inh,Peg3 prom inh,Shn3 inh set2,CF NFkB inh,TRAIL sens C8
Cc1nc(C)c(C(=O)N/N=C/c2c[nH]c3ccccc23)s1,6,-4,-19,-9,-30,-54,18,-10,-2,22,21
COc1ccc(CNC(=O)c2ccc(Cl)c(NC3=NC4CS(=O)(=O)CC4S3)c2)cc1 (stereo not drawn),·,1,-10,4,-2,10,0,-4,-116,-39,-6
Nc1c(-c2cccs2)cnn1-c1nc(-c2ccc(F)cc2)cs1,-23,0,-8,5,-9,-97,-5,17,-40,-7,-7
C(=C\c1sc(Nc2ccccc2)n[n+]1-c1ccccc1)/c1ccccc1,79*,·,-51,0,-16,-100,-3,101*,-18,-11,40
O=C(Nc1cc(Cl)c(O)c(Cl)c1)C1CCCO1 (stereo not drawn),-9,3,-35,-4,3,6,4,-2,7,-3,9
COCCCNC(=O)c1ccc(Cn2c(=O)c3ccccc3n(CC(=O)NCCc3ccc(OC)c(OC)c3)c2=O)cc1,-2,-3,-1,-15,-9,19,10,24,12,0,11
CC(=O)Nc1cc(-c2ccccc2CN(C)C)cn2c(-c3ccc(C(C)=O)cc3)cnc12,·,·,5,-1,17,-15,-9,-8,-2,15,15
CC(=O)c1ccc(NC(=O)COC(=O)CCC(=O)c2cccs2)cc1,-3,0,-13,21,-5,11,-6,-2,1,-14,21
Cc1c(Cl)cccc1NC(=S)N1CCN(c2ccc([N+](=O)[O-])cn2)CC1,0,0,23,5,-10,8,-2,15,4,13,-16
Nc1nc(CSc2nnnn2-c2ccccc2)nc(N2CCCc3ccccc32)n1,-10,-5,10,-12,-14,21,31,23,15,22,12
COc1cccc(NC(=O)C2(C)CCN2CC2CCCCC2)c1 (stereo not drawn),·,·,-1,-5,-15,10,17,-4,-1,10,4
O=C(N/N=C/c1ccc(OC(=O)c2ccc(Br)cc2)cc1)c1ccncc1,-5,3,-9,-4,-9,7,11,-6,-21,0,-8
Cc1ccc(/C=N/OC(=O)c2nn(C)cc2Cl)cc1,-48,-1,0,6,-14,-28,-1,-90,-25,12,-3
COc1ccc(-c2c(-c3ccccc3OC)sc3ccccc23)cc1,0,2,-29,-8,-16,2,8,10,9,30,20
COc1ccc(Cl)cc1NC(=O)c1cccnc1,-1,-3,-2,3,-1,-15,-6,-7,-6,-8,-1
COc1ccccc1NC(=O)C1=C(C)NC2=C(C(=O)CC(c3ccc(OC)c(OC)c3)C2)C1c1coc2ccccc2c1=O (stereo not drawn),16,1,16,-10,0,24,42,39,18,19,-3
C[C@@H]1CC[C@]2(C(=O)O[C@@H]3O[C@H](CO)[C@@H](O)[C@H](O)[C@H]3O)CC[C@]3(C)C(=CCC4[C@@]5(C)C[C@@H](O)[C@H](O)[C@@](C)(C(=O)O[C@@H]6[C@H](O)C[C@@]7(C)C(CC[C@]8(C)C7CC=C7[C@H]9[C@](C(=O)O[C@@H]%10O[C@H](CO)[C@@H](O)[C@H](O)[C@H]%10O)(CC[C@@H](C)[C@@]9(C)O)CC[C@]78C)[C@@]6(CO)C(=O)O)C5CC[C@]43C)[C@@H]2[C@]1(C)O (stereo partly drawn),2,·,-4,5,-5,16,23,-5,20,6,3
O=C(CCC1CCCCC1)NNC(=O)c1cnccn1,8,1,-11,0,3,7,1,4,-12,-9,-10
Cc1cccc(-n2c(C)nc3c(cnn3-c3ccc(F)cc3)c2=O)c1,-10,3,-24,4,25,-57,2,-159,54,-5,-3
COc1ccc(CN(CCO)CCO)cc1[N+](=O)[O-],-4,4,-1,-2,18,12,-1,7,13,-22,-4
CCN(CC)S(=O)(=O)c1ccc(N2CCOCC2)c(NC(=O)c2ccc(OC)c([N+](=O)[O-])c2)c1,-4,-3,20,-3,-34,19,0,12,·,14,2
COc1ccccc1-c1nnc(SCc2nc3ccccc3[nH]2)n1C,-1,0,-23,27,4,-11,0,16,23,-21,-4
Cc1cccc2cc(/C=C3\N=C(c4ccccc4)OC3=O)c(N3CCOCC3)nc12,6,1,9,2,-3,6,-7,11,0,4,-13
COc1ccc(NC(=O)Cn2c(=O)oc3cc(S(=O)(=O)N4CCCC4)ccc32)c(OC)c1,·,1,13,-6,-15,9,10,5,0,-18,-3
C=C1C(=O)[C@]23C[C@H]1CC[C@H]2[C@]1(C)[C@@H](OC(C)=O)CC[C@@](C)(C(=O)O)[C@H]1C[C@@H]3OC(C)=O,·,·,-15,1,19,-26,46,33,33,62*,21
COC(=O)c1ccc(CNC(=O)COC(=O)/C=C/c2cccc(OC)c2)cc1,·,·,-4,-2,-6,12,-26,1,-8,4,0
CCOc1cccc(OCCCCn2cnc3ccccc3c2=O)c1,0,-1,0,-1,-13,24,-21,12,5,7,-12
COc1ccc(/C=C2\SC(=Nc3ccccc3Cl)NC2=O)c(OC)c1,·,·,4,-11,-30,1,31,7,4,3,30
Cc1cc(C)c(NC(=O)C(C)(C)C)c(Cl)c1,2,-3,16,4,0,13,-27,13,5,14,-18
CCOC(=O)c1ccc(S(=O)(=O)N2CCC(N3CCCCCC3)CC2)cc1,·,·,-6,-7,11,3,-13,1,2,-11,6
COc1cc(C(=O)NCCOc2ccccc2)cc(OC)c1OC,-7,2,-24,-2,4,-26,-13,-17,-3,-15,-2
Cc1ccc(S(=O)(=O)N2CCOC2C(Cl)(Cl)Cl)cc1 (stereo not drawn),3,-3,-8,-8,-21,20,8,13,17,2,-12
Cc1noc(C)c1C(=O)OC(C)C(=O)c1c[nH]c2ccccc12 (stereo not drawn),·,·,3,-6,31,17,14,9,5,-1,-17
CCc1noc(C)c1C(=O)Nc1nc(-c2ccccc2)cs1,-76,5,-22,-6,-54,-198,4,-205,-56,-12,16
O=C1CSC(=Nc2ccccc2Cl)N1,-7,-3,-42,-10,-9,-40,-8,-36,0,10,-2
Clc1ccc(-c2n[nH]c3c2CCCC3)cc1,1,-4,-31,16,-75,-170,-12,-123,-21,-24,1
COc1cc2[nH]c(=O)n(CCCCCC(=O)NCCCN3CCOCC3)c(=O)c2cc1OC,6,-1,-1,4,12,10,19,5,1,-10,-5
Cc1nnc2sc(-c3csc4c3CCCC4)nn12,5,-1,-6,-10,-6,-97,-28,5,-1,-9,0
CCOC(=O)COc1nc2c(c(-c3ccco3)c1C#N)CCc1ccccc1-2,20,-1,-14,8,-23,17,-11,18,-2,-1,9
CCn1nc(C(=O)Nc2ccc(N3CCOCC3)cc2)c2ccccc2c1=O,-16,-1,1,-2,7,-30,-33,-20,5,-3,-9
CC1(C)Cc2c(cnn2-c2ccccc2)C(NC(=O)CCc2ccncc2)C1 (stereo not drawn),2,0,-1,-12,-11,6,-3,-2,6,3,-17
O=c1cc(C(F)(F)F)[nH]c2c(C(F)(F)F)cccc12,5,4,58*,-2,101*,-3,61*,24,-12,57*,7
C[C@H](CO)N1C[C@H](C)[C@@H](CN(C)Cc2cccc(C(=O)O)c2)Oc2cc(Br)ccc2S1(=O)=O,·,·,5,-1,-35,-2,4,3,-22,-6,-1
CCc1c(C(=O)NNC(=S)NC2CCCCC2)csc1C,5,-1,-19,-1,-12,-181,14,-61,-12,2,-5
Cc1nc(-c2ccc3c(c2)OCCCO3)cs1,-72,0,-25,-12,-95,-281,-14,-276,-69,3,21
COc1ccc(CCNC(=O)C2CCN(C(=O)N(C)C)CC2)cc1OC,-2,4,-9,5,-23,6,-4,14,-1,4,-10
Cn1nc(C(=O)OCC(=O)NCCc2ccccc2)c2ccccc2c1=O,-2,1,9,-6,-23,6,10,10,-1,-5,9
Cc1ccc(S(=O)(=O)CC(=O)Nc2ccccn2)cc1,3,4,-12,-5,-14,4,3,1,-8,-6,-4
CCN(CC(=O)Nc1ccc(NC(C)=O)cc1)C(=O)C1CCC1,-3,4,-20,18,21,16,-2,-6,-23,-4,11
O=C(COC(=O)c1ccc(OC(F)(F)F)cc1)Nc1ncccn1,4,·,-17,4,4,10,-28,2,7,-23,2
COc1ccc(N(CC(=O)Nc2ccc3c(c2)OCCO3)S(=O)(=O)c2cccnc2)cc1,4,0,17,22,33,-3,57*,7,6,-34,-14
COc1ccc(CN2CCCCC2c2cccnc2)c(OC)c1C (stereo not drawn),0,6,2,10,-11,1,-1,5,-13,-2,-3
O=C(CCC1CCCC1)c1c(O)c2ccccc2oc1=O,·,1,15,-1,-33,-104,24,-62,5,-17,-27
COCC(C)n1c(C)cc(C(=O)COc2ccc(C)nc2[N+](=O)[O-])c1C (stereo not drawn),-9,-4,11,-13,36,51*,18,44,32,12,-6
Cc1cccc(S(=O)(=O)N(C)C[C@H]2OCc3cn(nn3)CCCC(=O)N([C@@H](C)CO)C[C@@H]2C)c1,·,·,-18,5,-7,-5,3,1,6,5,-2
COc1ccc(-c2nc3ccccc3o2)cc1OC,-31,0,-8,-5,-61,-208,-65,-175,-31,-1,8
COc1ccc(/C=N/NC(=O)c2ccccc2O)cc1COc1ccccn1,-2,2,-9,-8,12,12,-18,21,·,-22,-4
O=C(Nc1ccc2oc(-c3ccccc3F)nc2c1)c1ncn[nH]1,-4,2,11,2,-139,-78,41,-183,22,2,27
COc1ccc(-n2c(C)nnc2SCC(=O)N2C(C)CCCC2C)cc1 (stereo not drawn),-19,1,-3,-11,-2,2,-18,-39,4,-4,-10

# Compound activity: PubChem BioAssay, several laboratories

# The list is partial (hit frequency here may not be typical).
